# Tau fibril FP: inhibitors of human tau fibril formation. P10636. K18 P301L tau heparin fibrillization, Alexa594 FP, 6 h. Potency, µM (doses to about 57.7 µM), for inactives: at the top dose activity, negative = inhibition, actives largely listed as inhibitors. 0.39% of 280,000 active. AID 1468; note: % is set by controls: 0 for no effect and ±100 for the full control effect; nearly all actives have a fitted effect of over 55% in size
#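 Recombinant K18 P301L […], labeled with Alexa 594 at 0.24 uM over 15 uM unlabeled; heparin inducer 20 uM final; 37 C, 6 hr; FP endpoint.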
# HTT ATP protect: Huntington cell model cytoprotection by ATP luminescence; PC12 HTT-Q103 induced, cytoprotection, ATP luminescence, 40 h; Potency, µM (doses to about 56.4 µM), for inactives: cytoprotection (ATP increase), actives largely listed as activators; 0.14% of 230,000 active; AID 1471;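 note: % of control where 0% means no effect; nearly all actives have a fitted effect of over 45% in size; toxic huntingtin expression switched on by the ecdysone agonist tebufenozide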
#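 ATP quantification (ATPlite) reports survival of PC12 cells in which tebufenozide, 100 nM final, switches on Htt exon 1 with 103 glutamines linked to GFP; compounds are titrated.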
# TRb-SRC2 inh: inhibitors of human thyroid hormone receptor beta-SRC2 interaction. P10828. TRbeta-SRC2 peptide binding, fluorescence polarization; receptor liganded with 1 µM T3. Potency, µM (doses to about 106 µM), for the others: at the highest dose activity change, negative = inhibition, most hits filed as inhibitors. 0.065% of 280,000 active;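 note: plate controls were bound peptide for no effect and peptide without receptor for full effect; nearly all actives have a fitted effect of over 50% in size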
# Target sequence (P10828 whole entry, looked up): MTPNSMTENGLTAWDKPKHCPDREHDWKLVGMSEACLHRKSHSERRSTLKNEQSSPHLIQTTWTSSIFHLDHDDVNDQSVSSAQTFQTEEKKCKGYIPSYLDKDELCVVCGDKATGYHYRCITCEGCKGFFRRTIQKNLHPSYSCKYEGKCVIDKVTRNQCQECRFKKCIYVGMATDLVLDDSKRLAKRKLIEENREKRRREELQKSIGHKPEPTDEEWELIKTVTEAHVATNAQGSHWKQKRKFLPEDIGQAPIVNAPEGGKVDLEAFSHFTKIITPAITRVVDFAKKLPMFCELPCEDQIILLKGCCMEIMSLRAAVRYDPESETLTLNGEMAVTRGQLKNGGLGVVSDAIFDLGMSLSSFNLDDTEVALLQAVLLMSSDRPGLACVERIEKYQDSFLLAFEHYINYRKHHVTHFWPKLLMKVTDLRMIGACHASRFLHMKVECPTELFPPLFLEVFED
#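 Human TRb LBD (0.6 uM) plus Texas Red-labeled SRC2 peptide (20 nM), 1uM T3, 5% DMSO, 5 hr at ambient temperature. Decreased polarization (555/632 nm) flags inhibition; data normalized to free and bound peptide controls.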
# Tau fluor counter: counter-screen for tau fibril formation inhibitors; 0.93% of 280,000 active; tau K18 P301L Alexa594 fluorescence, heparin fibrillization; Potency, µM (highest dose often 57.7 µM), for inactives: at the top dose activity change, negative = decrease; note: % is set by controls: 0 for no effect and ±100 for the full control effect; nearly all actives have a fitted effect of over 55% in size
#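 Human tau K18 P301L (15 uM unlabeled, 0.24 uM Alexa 594-labeled) in 100 mM sodium acetate pH 7 with 20 uM heparin, 6 hr at 37 C. ThT 30 uM added, 1 hr ambient; Alexa 594 FP and total fluorescence read at 555/632 nm.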
# Tau fibril ThT: blocks human tau fibril formation measured by thioflavin T. P10636. recombinant tau K18 P301L (four-repeat tau fragment), heparin-induced fibrillization, ThT fluorescence. Potency, µM (titrated, usually from 57.4 µM), without a hit: at the highest dose activity, negative = inhibition, usual class: inhibitors. 2.1% of 270,000 active. AID 1460; note: % is set by controls: 0 for no effect and ±100 for the full control effect; nearly all actives have a fitted effect of over 55% in size
#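 Aggregation was driven by heparin (20 uM final) acting on recombinant tau […] bearing P301L in 100 mM sodium acetate pH 7; fibrils were detected with Thioflavin T.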
# RECQ1 helicase: blocks DNA unwinding by human RECQ1; P46063; RECQ1 DNA unwinding, red fluorescence kinetic read; Potency, µM (doses to about 57.3 µM), for inactives: top-dose activity, negative = inhibition, actives largely listed as inhibitors; 0.54% of 240,000 active;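 note: plate controls were vehicle for no effect and no enzyme for full effect; nearly all actives have a fitted effect of over 30% in size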
# Target sequence (P46063 whole entry, looked up): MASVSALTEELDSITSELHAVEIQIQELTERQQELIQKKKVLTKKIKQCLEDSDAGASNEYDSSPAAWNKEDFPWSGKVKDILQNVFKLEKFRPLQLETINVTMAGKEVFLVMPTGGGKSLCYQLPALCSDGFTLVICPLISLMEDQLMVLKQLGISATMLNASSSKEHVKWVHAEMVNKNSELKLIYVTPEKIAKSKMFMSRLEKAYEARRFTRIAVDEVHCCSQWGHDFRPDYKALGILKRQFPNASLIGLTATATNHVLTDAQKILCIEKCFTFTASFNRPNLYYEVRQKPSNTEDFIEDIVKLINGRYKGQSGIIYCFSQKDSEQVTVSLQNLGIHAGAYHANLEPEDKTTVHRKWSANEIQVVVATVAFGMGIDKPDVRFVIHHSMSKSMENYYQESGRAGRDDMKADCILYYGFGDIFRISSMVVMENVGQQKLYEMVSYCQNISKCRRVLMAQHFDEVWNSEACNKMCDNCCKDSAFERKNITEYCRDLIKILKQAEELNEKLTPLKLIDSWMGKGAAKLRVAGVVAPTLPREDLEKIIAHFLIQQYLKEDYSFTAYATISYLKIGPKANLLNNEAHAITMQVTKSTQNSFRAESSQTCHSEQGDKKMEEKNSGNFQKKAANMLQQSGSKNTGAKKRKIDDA
#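 RECQ1T1 50 nM; forked duplex (20 bp + 30-nt ss tails) 200 nM, ATP 2 mM final; pH 8.0, 2 mM MgCl2, 2.5 ug/ml poly(dI-dC); 15 min compound preincubation; discontinuous kinetic read over 2 h at RT.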
# TR SRC2 fluor cs: alters Texas Red total fluorescence, flagging assay interference; 0.29% of 280,000 active; AID 1479; TRb/SRC2 Texas Red total fluorescence interference; Potency, µM (titrated, usually from 106 µM), for the others: at the top dose fluorescence change, negative = quenching; active = well fitted curve in either direction with a large enough effect; inconclusive = small, poorly fitted or top-dose-only effect; note: % is set by controls: 0 for no effect and ±100 for the full control effect
#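 Flags fluorescent or light-absorbing compounds by total fluorescence, S + 2P, at 555 nm excitation and 632 nm emission. Mixture: 20 nM Texas Red SRC2 peptide, 0.6 uM human TRb LBD, 1 uM T3, 5% DMSO; compound exposure 5 h at ambient temperature.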
# L3MBTL1 inh: inhibitors of human L3MBTL1; AlphaScreen L3MBTL1–H3K9me1 peptide binding; Q9Y468; Potency, µM (series often up to 57.1 µM), for inactives: at the top dose activity, negative = inhibition, most hits filed as inhibitors; AID 485360; 0.66% of 230,000 active; note: % is set by controls: 0 for no effect and ±100 for the full control effect; nearly all actives have a fitted effect of over 60% in size
#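 Read-out is AlphaScreen signal from streptavidin donor and nickel chelate acceptor beads (10 ug/mL final each) bridging L3MBTL1 (50 nM) and biotinylated K9-monomethylated H3(1-15) peptide (75 nM), after 30 min compound exposure at room temperature.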
# Starred values were filed as active, the others as inactive; i = inactive; u = inconclusive; x = no result given; & = joins results of further samples; [ ] = dose if it differs, or a comment. Unless noted, calls come from the whole dose curve; as a rule, active = well fitted curve in the direction sought with a large enough effect; inconclusive = small, poorly fitted or top-dose-only effect, or another doubt; inactive = no such curve, though single readings can be large; an effect the other way counts as inactive or inconclusive. Potency is the fitted concentration of half-maximal effect. Not all compounds are listed; count on the stated rates, not on these rows.
# Letters: A = Tau fibril FP; B = HTT ATP protect; C = TRb-SRC2 inh; D = Tau fluor counter; E = Tau fibril ThT; F = RECQ1 helicase; G = TR SRC2 fluor cs; H = L3MBTL1 inh
> COc1ccc(Cn2c(O)c(C=NCCCn3ccnc3)c(=O)[nH]c2=O)cc1
  A = 2% | B = -1% | C = -1% | D = -1% | E = 3% | F = i | G = 2% | H = 6%

> Cc1c(C=O)c2ccccc2n1Cc1ccc([N+](=O)[O-])cc1
  A = -3% | B = 7%[10 µM] | C = -4% | D = -8% | E = -1% | F = -1% | G = -1% | H = 4%

> Cc1ccc(-n2nc3ccc(NC(=O)COc4ccccc4C)cc3n2)cc1
  A = 2% | B = x | C = -4% | D = -2% | E = u | F = x | G = 2% | H = x

> CC(C)c1cccc(C(C)C)c1OCCn1ccnc1
  A = -4% | B = -8%[10 µM] | C = -3% | D = -8% | E = -14% | F = 5% | G = -6% | H = x

> O=C(O)/C=C/CO
  A = 1%&-2% | B = -12%&-31% | C = -1%&8% | D = 3%&4% | E = 2%&0% | F = 4% | G = 1%&-1% | H = x

> CC(=O)N1CCC2(CC1)CC(=O)c1cc(OCC(=O)N3CCN(C)CC3)ccc1O2
  A = 0% | B = 4% | C = -11% | D = 5% | E = 2% | F = i | G = 1% | H = 9%

> O=c1cccc2n1CC1CC2CN(Cc2ccc3c(c2)OCO3)C1 (configuration not stated)
  A = -9% | B = -27% | C = 0% | D = -6% | E = -14% | F = -5% | G = -1% | H = 2%

> COc1ccc(CC(=O)N2CCN(C)CC2)cc1
  A = -4% | B = -12% | C = -3% | D = -16% | E = u | F = -3% | G = 2% | H = -3%

> CN(C)[C@@H]1C(=O)C(C(N)=O)=C(O)[C@]2(O)C(=O)C3=C(O)c4c(O)cccc4[C@@](C)(O)[C@H]3[C@H](O)[C@@H]12
  A = x | B = 2%[40.3 µM] | C = -8%[53 µM] | D = x | E = x | F = 13µM* | G = -8%[53 µM] | H = x

> CN1CCN(CC(=O)Nc2ccc(Cl)cc2C(=O)c2ccccc2)CC1
  A = -4% | B = 20%[10 µM] | C = -7% | D = 2% | E = -5% | F = i | G = 3% | H = -2%[11.4 µM]

> CC(C)CCn1c(N2CCN(c3cccc(Cl)c3)CC2)nc2c1c(=O)[nH]c(=O)n2C
  A = 2% | B = 28%[10 µM] | C = 8% | D = -3% | E = u | F = -4% | G = -3% | H = 18%[11.4 µM]

> O=C(c1ccc(Cl)cc1)C12CN3CN(CN(C3)C1)C2
  A = 1% | B = -9% | C = -1% | D = 3% | E = 2% | F = -5% | G = -2% | H = -3%

> N=C1c2ccccc2CN1c1ccc(F)c([N+](=O)[O-])c1
  A = -3% | B = 3%[10 µM] | C = -5% | D = -12% | E = u | F = -5% | G = -1% | H = 1%

> OCCCBr
  A = x | B = -17% | C = 6% | D = x | E = x | F = -3% | G = 1% | H = x

> CCCCn1c(O)c(C(C)=NCc2ccco2)c(=O)[nH]c1=O
  A = 2% | B = 13%[10 µM] | C = -7% | D = -3% | E = 0% | F = -6% | G = -4% | H = -10%

> Oc1ccccc1Cl
  A = x | B = -12% | C = -10% | D = x | E = x | F = -1% | G = 0% | H = -4%

> Cc1cc(N2CCCCC2)ccc1C=C1C(=O)N(C)C(=S)N(C)C1=O
  A = -11% | B = 8%[10 µM] | C = 10% | D = -21% | E = u | F = -24% | G = 19% | H = -18%

> CCCCC1(C2CCCC2)Cc2cc(OCCCC(=O)O)c(Cl)c(Cl)c2C1=O (configuration not stated)
  A = 4% | B = 18% | C = -2%&-4% | D = -7% | E = -3% | F = u | G = -6%&1% | H = x

> O=C(COc1ccc(Cl)cc1)N1CCN(C/C=C/c2ccccc2)CC1
  A = 13% | B = -45%[inhibitor] | C = -1% | D = -8% | E = -21% | F = -10% | G = -3% | H = x

> COc1cccc(NC(=O)N2CCC3(CC2)OCCO3)c1
  A = 9% | B = 2%[10 µM] | C = 5% | D = -3% | E = 3% | F = -7% | G = -2% | H = 10%

> C=C(COC(C)=O)CC1CC(O)[C@]2(C)OC3CC4OC5C[C@]6(C)O[C@]7(C)CCC8OC9C[C@]%10(C)OC%11C(C)=CC(=O)OC%11CC%10OC9C[C@@H](C)C8OC7CC6O[C@]5(C)C/C=C\C4OC3CC2O1 (some centres not stated)
  A = 3% | B = 12%[10 µM] | C = -2% | D = 11% | E = -10% | F = -14% | G = 1% | H = x

> O=C(Nc1ccc(OC(F)(F)F)cc1)Oc1ccccc1N1CCCCC1
  A = u | B = 11%[10 µM] | C = -9% | D = -24% | E = x | F = -1% | G = -1% | H = x

> O=C(CSC1c2ccccc2-c2ccccc21)N/N=C/c1ccc(C(=O)O)cc1
  A = 5% | B = -62%[inhibitor] | C = -2% | D = -4% | E = -12% | F = 14% | G = -2% | H = -4%

> O=C(NC(=C(Cl)Cl)P(=O)(c1ccccc1)c1ccccc1)c1ccccc1
  A = 5% | B = 41%[10 µM] | C = -4% | D = 1% | E = -2% | F = -1% | G = -7% | H = 3%

> CCCCCn1c(=O)c(C(=O)Nc2cnccn2)c(O)c2ccccc21
  A = -8% | B = x | C = -2% | D = -15% | E = -4% | F = i | G = -1% | H = 6%

# Nothing new here: seven of the compounds above.
# Letters: A = Tau fibril FP; B = HTT ATP protect; C = TRb-SRC2 inh; D = Tau fluor counter; E = Tau fibril ThT; F = RECQ1 helicase; G = TR SRC2 fluor cs; H = L3MBTL1 inh
> COc1ccc(Cn2c(O)c(C=NCCCn3ccnc3)c(=O)[nH]c2=O)cc1
  A = 2% | B = -1% | C = -1% | D = -1% | E = 3% | F = i | G = 2% | H = 6%

> Cc1c(C=O)c2ccccc2n1Cc1ccc([N+](=O)[O-])cc1
  A = -3% | B = 7%[10 µM] | C = -4% | D = -8% | E = -1% | F = -1% | G = -1% | H = 4%

> Cc1ccc(-n2nc3ccc(NC(=O)COc4ccccc4C)cc3n2)cc1
  A = 2% | B = x | C = -4% | D = -2% | E = u | F = x | G = 2% | H = x

> CC(C)c1cccc(C(C)C)c1OCCn1ccnc1
  A = -4% | B = -8%[10 µM] | C = -3% | D = -8% | E = -14% | F = 5% | G = -6% | H = x

> O=C(O)/C=C/CO
  A = 1%&-2% | B = -12%&-31% | C = -1%&8% | D = 3%&4% | E = 2%&0% | F = 4% | G = 1%&-1% | H = x

> CC(=O)N1CCC2(CC1)CC(=O)c1cc(OCC(=O)N3CCN(C)CC3)ccc1O2
  A = 0% | B = 4% | C = -11% | D = 5% | E = 2% | F = i | G = 1% | H = 9%

> O=c1cccc2n1CC1CC2CN(Cc2ccc3c(c2)OCO3)C1 (configuration not stated)
  A = -9% | B = -27% | C = 0% | D = -6% | E = -14% | F = -5% | G = -1% | H = 2%

# The results go on:
Compound	Tau fibril FP	HTT ATP protect	TRb-SRC2 inh	Tau fluor counter	Tau fibril ThT	RECQ1 helicase	TR SRC2 fluor cs	L3MBTL1 inh
O=C1NC(=O)C2=Cc3ccc(O)cc3OC2(O)N1 (configuration not stated)	-18%	-17%	1%	-13%	u	2%	1%	x
COc1ccc2c(c1)c(C(=O)O)c(C)n2CC(C)C	6%	6%	-1%	-3%	4%	i	1%	x
c1ccc2sc(NC3=NCCN3)nc2c1	6%	x	0%	0%	-6%	-5%	-2%	2%
Cc1nc2ccccc2c(=O)n1-c1ccccn1	12%	3%	-12%	1%	0%	11%	1%	0%
O=C(C(Cc1ccccc1)NS(=O)(=O)c1cccc2nsnc12)N1CCC2(CC1)OCCO2 (configuration not stated)	-4%	-12%[0.074 µM]	7%	-6%	-7%	-3%	0%	1%
NC(Cc1ccccc1)c1nc(-c2ccccc2)no1 (configuration not stated)	12%	-1%[10 µM]	-1%	5%	x	-5%	1%	x
Cc1ccc2c(C)cccc2c1	x	2%	5%	x	x	12%	-1%	x
Cc1nn(Cc2ccccc2)c(Cl)c1C(=O)Nc1ccc(OC(F)(F)F)cc1	4%	-15%[1.9 µM]	-3%	-7%	-3%	-3%	-9%	8%
CC12CC[C@H]3[C@@H](CCC4(O)C[C@H](O)CCC34/C=N/NC(=O)Cc3ccccc3)C1(O)CCC2C1=CC(=O)OC1 (some centres not stated)	7%	5%[10 µM]	-1%	-6%	-11%	2%	0%	x
C=CCN1C(=O)NC(=O)/C(=C/c2cc3c4c(c2)CCCN4CCC3)C1=O	u	x	0%	-29%	18µM*	32µM*	-1%	28µM*
CC1=CC(=O)C2=C(C)C[C@H](O)[C@H]3[C@H](C)C(=O)O[C@@H]3C12 (some centres not stated)	1%	11%[1.9 µM]	7%	-6%	-2%	-2%	-3%	x
CNC(C(=O)c1ccccc1)C(OC(C)C)c1ccc(Cl)cc1 (configuration not stated)	-5%	4%	1%	-8%	-7%	-2%	0%	3%
O=C(Nc1cccc(Cl)c1)OC1CN2CCC1CC2 (configuration not stated)	u	16%[10 µM]	3%	u	-11%	-2%	1%	3%
O=C1CC(=O)N(c2ccc3c(c2)OCO3)C(=O)N1	-6%	17%[0.074 µM]	-11%	-8%	u	0%	0%	-8%[11.4 µM]
Cc1ccc(-n2c(/C=C/c3ccc(Br)s3)nc3ccccc3c2=O)cc1C	-5%	x	-7%	-10%	-13%	x	0%	x
COc1ccc(-n2c(O)c(C=Nc3c(C)n(C)n(-c4ccccc4)c3=O)c(=O)[nH]c2=O)cc1	-4%	-12%	-1%	-5%	0%	-2%	0%	2%
CC(N)C(=O)OC(C)(C)Cc1ccc(Cl)cc1 (configuration not stated)	-4%&-1%	-17%	-3%&3%	-2%&-13%	-3%&-4%	-1%	-5%&-2%	8%
COc1ccc(-n2c(O)c(C=NCCCn3ccnc3)c(=O)[nH]c2=O)cc1	-4%	-1%	-10%	-7%	-11%	-14%	-2%	x
O=C(CCc1nc(-c2ccccc2F)no1)N1CCC2(CC1)OCCO2	-5%	8%	-5%	1%	0%	i	1%	7%

# Source: PubChem BioAssay
